# Source: PubChem BioAssay (National Center for Advancing Translational Sciences (NCATS))
# SW480 rerep: DNA re-replication induction in SW480 cells. SW480 DNA re-replication, Hoechst DNA content imaging, 48 h. hit rate 1.8% among 340,000. Potency, µM (titrated, usually from 46.1 µM), inactives show top-dose re-replication activation, hits mostly activators; further: potency means the concentration at half of the fitted maximal effect; % of control where 0% means no effect; nearly all actives have a fitted effect of over 55% in size
#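 250 cells/well; 23 nL cpd via pin tool; 48 hr, 37 C, 5% CO2; Hoechst 40 min; imager read of total nuclear intensity, ex 405/em 500-530 nm.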
# S2 tox: cell viability loss in ATXN counter-screen. S2 cells (HEK-293 line with an ATXN2-luciferase reporter) viability, CellTiter-Fluor protease fluorescence, 24 h. Potency, µM (series often up to 56.7 µM), hits mostly cytotoxic. hit rate 0.49% among 400,000. AID 651635; further: potency means the concentration at half of the fitted maximal effect; nearly all actives have a fitted effect of over 40% in size
# KB-V1 MDR tox: kills drug-selected multidrug resistant KB-V1 cells; KB-V1 MDR cells viability, CellTiter-Glo, 72 h; Potency, µM (highest dose often 46.1 µM), inactives show at the highest dose activity change, negative = cytotoxicity, most hits filed as cytotoxic; AID 1347076; hit rate 3.4% among 400,000; further: potency means the concentration at half of the fitted maximal effect; on the % scale 0 is the no-effect control and ±100 the full control effect; nearly all actives have a fitted effect of over 60% in size
#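 Compound-treated KB-V1 multidrug-resistant cells, 72 h, 37 degrees C; viability by CellTiter-Glo. Fitted qHTS curves give the values.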
# MCF10A rereplic: DNA re-replication induction in MCF 10a cells; hit rate 2.9% among 350,000; Potency, µM (top dose mostly 46.1 µM), inactives show at the top dose activity, positive = re-replication, usual class: activators; MCF 10A DNA re-replication, Hoechst nuclear intensity, 48 h; further: potency means the concentration at half of the fitted maximal effect; % of control where 0% means no effect; nearly all actives have a fitted effect of over 50% in size
# KB-3-1 tox: kills parental KB-3-1 adenocarcinoma cells. KB-3-1 viability, CellTiter-Glo ATP luminescence, 72 h. Potency, µM (series often up to 46.1 µM), without a hit: at the highest dose activity change, negative = cytotoxic, usual class: cytotoxic. hit rate 1.4% among 400,000. AID 1347075; further: potency means the concentration at half of the fitted maximal effect; on the % scale 0 is the no-effect control and ±100 the full control effect; nearly all actives have a fitted effect of over 60% in size
#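 Cells are dispensed, compounds pinned in, plates held at 37 °C for 72 h, then CellTiter-Glo is added and luminescence read after 10 minutes. Cell line: parental KB-3-1 in phenol-red-free DMEM, 10% FBS.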
# HT1080-NT tox: kills 2HG-producing HT-1080-NT fibrosarcoma cells | Potency, µM (doses to about 46.1 µM), for the others: top-dose activity, negative = less viability, actives largely listed as cytotoxic | HT-1080-NT fibrosarcoma viability, CellTiter-Glo ATP luminescence, 48 h | hit rate 1.6% among 360,000;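 further: NT is the 2HG producing partner of a matched IDH1 knockdown line; potency means the concentration at half of the fitted maximal effect; 0% = DMSO-treated cells and -100% = media-only wells without cells; nearly all actives have a fitted effect of over 55% in size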
#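 Toxicity toward the 2HG-producing NT line was scored as %Activity, normalised to DMSO and no-cell wells, from CellTiter-Glo luminescence after 48 hours' treatment.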
# IL-1B inflam inh: inhibitors of inflammasome signaling (IL-1 beta secretion); THP-1 LPS/ATP IL-1B secretion, AlphaLISA, 16 h; hits give low values; activity change, % at 57.5 µM; hit rate 4.7% among 360,000; AID 743279; in the data active means activity change below about -50%; inconclusive means mostly about -30% to -49%; further: on the % scale 0 is the no-effect control and ±100 the full control effect
#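 Secreted IL-1B measured by AlphaLISA bead assay after 16 h compound exposure of THP-1 cells; compounds (final up to 57.5 uM) added 1 h before LPS (250 ng/mL) and ATP (1.25 mM) stimulation; lower signal means less secretion.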
# HT1080 IDH1KD tx: kills HT-1080 cells with IDH1 knockdown; hit rate 2% among 360,000; HT-1080 IDH1 knockdown viability, ATP luminescence, 48 h; AID 686971; Potency, µM (series often up to 46.1 µM), for inactives: at the top dose activity, negative = toxicity, hits mostly cytotoxic;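 further: potency means the concentration at half of the fitted maximal effect; 0% = DMSO wells and -100% = cell-free medium wells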
#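 HT-1080-IDH1KD cells (IDH1 knocked down), 750/well in RPMI with 5% FBS, treated with compound 48 h at 37 degrees C. Viability by CellTiter-Glo luminescence, normalised to DMSO and no-cell wells; concentration-response curves classed.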
# ATXN2 expr inh: ATXN2 expression inhibition; HEK-293 ATXN2-luciferase reporter, luminescence, 24 h; Potency, µM (series often up to 57 µM), for the others: at the top dose activity change, negative = inhibition, usual class: inhibitors; hit rate 0.72% among 360,000; AID 1745845; further: potency means the concentration at half of the fitted maximal effect; on the % scale 0 is the no-effect control and ±100 the full control effect; nearly all actives have a fitted effect of over 55% in size
#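 qHTS (up to 57 uM final) was run with 24 h compound exposure of reporter cells at 37 °C. Each well was multiplexed: SteadyGlo luminescence measured ATXN2-luciferase expression after a fluorogenic Gly-Phe-AFC viability readout (25 uM final).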
# The depositor's hits bear a star; i = inactive; ? = inconclusive; / = not tested or not shown; [ ] = dose if it differs, or a comment. Unless noted, the call rests on the fitted dose curve; in most records, active means well fitted curve in the direction sought with a large enough effect; inconclusive means small, poorly fitted or top-dose-only effect, or another doubt; inactive means no such curve, though single readings can be large; an effect the other way counts as inactive or inconclusive.
SMILES,SW480 rerep,S2 tox,KB-V1 MDR tox,MCF10A rereplic,KB-3-1 tox,HT1080-NT tox,IL-1B inflam inh,HT1080 IDH1KD tx,ATXN2 expr inh
O=C(Nc1ccc(Cl)cn1)c1ccc2ccccc2n1,-9.0%,i,2.1%,-1.7%,4.6%,-3.0%,23.8,-10.7%,57.7%[activator]
Cc1cc(-c2ccccc2)[nH]c(=O)c1S(=O)(=O)c1ccccc1,4.4%,i,-0.5%,3.8%,12.2%,15.2%,-2.3,7.7%,5.1%
O=c1c(=Nc2ccccc2O)c(=O)c2ccccc12,1.3%,?,-2.3%,-7.2%,-11.5%,-24.6%,-16.3,?,4.2%
Cc1cc(Cl)c(S(=O)(=O)N2CCSCC2)cc1OCC(=O)NC1CCCCC1,?,i,3.66µM*,?,?,?,-53.6*,-21.5%,-29.9%
CC(=O)N1CCN(S(=O)(=O)c2cccc(C(=O)Nc3ccccc3N3CCOCC3)c2)CC1,0.9%,i,0.5%,-3.9%,1.0%,5.6%,-9.8,-0.4%,/
O=C(NCC(c1ccco1)N1CCCCC1)c1cccnc1 (configuration not stated),-0.4%,i,-9.7%,-0.4%,9.4%,-0.4%,-2.8,3.3%,/
CC(C)CN(C(=O)CSc1nc2ccccc2[nH]1)c1c(N)n(Cc2ccccc2)c(=O)[nH]c1=O,/,i,24.9%,/,-1.6%,10.0%,-21.2,2.4%,/
Cc1ccc(-n2ccn(CC(=O)NCCc3ccccc3)c(=O)c2=O)cc1C,-26.2%,i,11.4%,2.2%,-2.3%,5.9%,-10.9,0.4%,/
COc1ccc(N2CCN(C(=O)c3cn(C)c4ccc(S(=O)(=O)N(C)C5CCCCC5)cc4c3=O)CC2)cc1,/,i,9.6%,/,13.6%,/,/,/,-5.2%
CC(=O)NCCc1nc2ccccc2n1CCCCOc1ccccc1,1.8%,?,-6.3%,-2.0%,0.4%,-1.3%,39.4,-0.4%,/
CC(=O)Nc1ccc(NC(=O)C(C)OC(=O)c2cc(S(=O)(=O)N(C)C)ccc2N2CCCC2)cc1 (configuration not stated),?,?,-5.8%,?,-9.1%,-2.9%,-2.2,-5.4%,-9.8%
Cc1cc(C(O)c2ncc(-c3ccccc3Cl)[nH]2)ccc1F (configuration not stated),/,?,0.3%,/,0.0%,-14.6%,-4.8,-18.1%,11.8%
COc1cccc(CSc2nc3n(n2)C(c2ccccc2C)C(C(=O)Nc2ccccc2OC)=C(C)N3)c1 (configuration not stated),/,i,-8.1%,/,3.1%,/,/,/,6.0%
O=c1[nH]c(=S)[nH]c2scc(-c3ccc(Br)cc3)c12,-7.7%,i,4.8%,10.2%,-6.3%,-9.5%,1.4,-7.7%,5.7%
C[C@H](CO)N1C[C@H](C)[C@@H](CN(C)S(=O)(=O)c2cccs2)Oc2c(NC(=O)C3CC3)cccc2C1=O,0.3%[9.22 µM],i,6.4%,0.0%,-11.2%,4.8%,21.4,2.6%,3.3%
CCOc1ccc(NC(=O)COC(=O)c2ccc3c(c2)C(=O)N(CCc2ccccc2)C3=O)cc1,-2.8%,i,-2.2%,9.6%,4.8%,17.1%,14.6,12.5%,8.9%
CCOc1c2ccoc2nc2c(OC)c(OC)ccc12,-2.2%,i,0.0%,2.5%,0.0%,?,-29.1,1.8%,1.0%
O=S(=O)(c1ccc(Cl)cc1)n1ccc2cccnc21,-7.8%,i,-0.8%,?,-4.7%,1.6%,-9.1,0.0%,-13.3%
OC(COCc1cccs1)CN1CCN(c2ccccc2Cl)CC1 (configuration not stated),-5.8%,i,-11.4%,11.8%,-7.2%,7.1%,-27.2,-2.0%,1.7%
Cc1ccc(C(=O)O)c(C(=O)Nc2nc(C)cs2)c1,-3.4%,i,1.8%,-4.2%,-1.6%,5.8%,15.1,20.5%,-0.9%
Cc1nnc(NC(=O)c2cccc(F)c2)s1,-4.1%,i,?,-1.1%,15.2%,17.3%,-17.2,12.7%,16.2%
O=C(Nc1ccccc1)/C(=C1\CCCN1)[N+](=O)[O-],-7.3%,i,-2.4%,-3.8%,2.0%,20.3%,?,7.5%,23.2%
CCn1c(=S)sc2nc(C)sc21,0.0%,i,-11.1%,-0.4%,5.2%,2.1%,6.0,1.3%,-0.8%
O=C(NCCCn1ccnc1)/C(=C\c1ccccc1Cl)NC(=O)c1ccccc1,-4.8%,i,/,-3.2%,/,2.3%,-2.7,7.8%,-1.4%
COc1cccc(CNC(=O)Cn2c(=O)n3nc(-c4cccc(C)c4)nc3c3ccccc32)c1,/,i,?,/,1.2%,/,/,/,26.7%
O=C(NCc1ccccc1)[C@@H]1CCCN1C(=O)[C@@H]1CCCN1C(=O)c1cccs1,/,i,-10.3%,/,?,9.6%,-57.0*,20.3%,-0.9%
O=C1CC(c2ccc(Cl)cc2)SC(N(c2ccccc2)c2ccccc2)=N1 (configuration not stated),/,i,?,13.4%,-8.3%,?,18.2,?,-0.5%
COc1ccc(C(C)(O)c2nc(-c3ccc4ccccc4c3)cs2)cc1 (configuration not stated),/,i,-2.2%,/,-2.3%,?,6.0,?,14.9%
Cc1ccc(C)c(NC(=S)N(Cc2cccc(Br)c2)CC2CCC(C(=O)O)CC2)c1 (configuration not stated),-36.8%[inhibitor],i,4.4%,15.4%,3.6%,-4.6%,-4.2,3.0%,/
O=C(O)C(c1ccccc1)C(O)C1CC=CCC1 (configuration not stated),0.1%,i,?,0.6%,-11.4%,7.5%,-10.7,20.4%,4.1%
COc1ccc(OC)c(/C=C/C(=O)N2C(=O)c3cccc(N)c3C2=O)c1,?,i,?,18.4µM*,?,?,-121.4*,16.4µM*,?
CC(C)(C)/C(O)=C(/C#N)c1nc2ccccc2[nH]1,15.0%,i,?,?,-23.1%,-18.6%,-1.6,-18.3%,0.4%
COc1ccc(C=O)cc1Cn1ccnc1,8.1%,i,?,-5.5%,-16.6%,-1.6%,-3.2,-0.2%,/
Cc1ccc(-c2cc(C(=O)Nc3c(C)n(C)n(-c4ccccc4)c3=O)c3ccccc3n2)cc1,-5.6%,i,?,8.8%,1.2%,1.0%,-5.4,11.1%,-5.7%
CC(Oc1ccc2c(-c3ccccc3)cc(=O)oc2c1)C(=O)N1CCC[C@@H]1C(N)=O (some centres not stated),-0.8%,i,-10.5%,-10.6%,-0.1%,-4.5%,-5.2,-2.1%,5.4%
Cc1ccsc1C1Nc2ccc3ncccc3c2C2=C1C(=O)CCC2 (configuration not stated),3.1%,i,1.7%,27.6%,2.0%,?,-6.0,?,78.1%[activator]
COc1cc2c(c(OC)c1)C(c1cc(OC)c(OC)c(OC)c1)CC(=O)N2 (configuration not stated),/,i,-6.9%,/,0.6%,/,/,/,10.7%
Nc1[nH]ncc1C(=O)Nc1cccc(C(F)(F)F)c1,-2.7%,i,?,2.9%,10.1%,-3.6%,-20.4,-2.5%,-4.0%
CN(Cc1cccnc1)C(=O)CC1C(=O)NCCN1Cc1ccc(-c2ccccc2)cc1 (configuration not stated),-14.6%,i,?,7.9%,3.0%,27.4%,61.7,11.1%,-21.8%
CCc1nnc(NC(=O)C2CCN(c3nc(C)cc(C)n3)CC2)s1,1.8%,i,16.0%,0.0%,-0.4%,0.1%,15.1,-2.5%,-4.6%
C[C@H](NC(=O)C1CCN(S(=O)(=O)c2ccccc2)CC1)C(=O)NCc1ccc(Cl)c(Cl)c1,10.9%,i,11.5%,2.1%,-11.4%,-18.3%,23.5,-6.9%,/
CCc1cc2c(Nc3ccc(O)cc3)nc(C)nc2s1,0.9%,?,1.2%,3.5%,-25.6%,-12.8%,15.0,-26.7%,?
CC(=O)c1cccc(N(CC(=O)Nc2cccnc2)S(C)(=O)=O)c1,-17.3%,i,-1.4%,0.3%,-10.5%,2.5%,0.4,0.0%,-4.9%
COc1ccc(C(=O)Nc2cc(OC)c(NC(=O)c3ccco3)cc2OC)cc1,0.1%,?,-26.2%,0.8%,1.4%,-1.4%,9.8,-15.0%,-5.1%
C/C(=N\NC(=O)c1nn(C)cc1Br)c1cccc(NC(=O)C2CCCC2)c1,2.1%,i,-7.5%,6.6%,-1.7%,1.4%,-22.7,-6.3%,-7.9%
O=C(C(=O)c1ccc(O)cc1)c1ccccc1,?,i,11.7%,-11.7%,3.7%,10.5%,12.3,-0.6%,/
CC(C)CCN(C)C1CCN(S(=O)(=O)c2cccc(C(F)(F)F)c2)CC1,?,i,-19.6%,4.5%,0.3%,-16.2%,-52.7*,0.3%,-6.8%
COc1ccc2c(c1)CC(C(=O)NCCc1ccc(S(N)(=O)=O)cc1)CO2 (configuration not stated),/,i,3.6%,/,-3.1%,/,/,/,4.7%
C=C(C)COc1ccc(-c2[nH]ncc2-c2ccc(OC)cc2)c(O)c1,12.8%,?,-13.5%,?,-3.9%,-14.6%,-7.0,-10.3%,/
COc1ccc(OC)c(S(=O)(=O)NC(C)c2cnn(-c3ccccn3)c2C)c1 (configuration not stated),8.5%,i,/,3.0%,/,-0.6%,27.9,-1.6%,26.1%
Cc1nnc(N/N=C/c2ccc(Br)cc2)n1N,?,i,-9.0%,?,18.9%,?,0.0,23.1µM*,-28.6%

# Grouped by structure, the entries above with a furan ring, fused or not
SMILES,SW480 rerep,S2 tox,KB-V1 MDR tox,MCF10A rereplic,KB-3-1 tox,HT1080-NT tox,IL-1B inflam inh,HT1080 IDH1KD tx,ATXN2 expr inh
O=C(NCC(c1ccco1)N1CCCCC1)c1cccnc1 (configuration not stated),-0.4%,i,-9.7%,-0.4%,9.4%,-0.4%,-2.8,3.3%,/
CCOc1c2ccoc2nc2c(OC)c(OC)ccc12,-2.2%,i,0.0%,2.5%,0.0%,?,-29.1,1.8%,1.0%
COc1ccc(C(=O)Nc2cc(OC)c(NC(=O)c3ccco3)cc2OC)cc1,0.1%,?,-26.2%,0.8%,1.4%,-1.4%,9.8,-15.0%,-5.1%
